Bioassay records: PubChem, National Center for Advancing Translational Sciences (NCATS)
HT1080NT lethal = kills 2HG-producing HT-1080-NT fibrosarcoma cells | HT-1080-NT fibrosarcoma viability, CellTiter-Glo ATP luminescence, 48 h | Potency, µM (series often up to 46.1 µM), for the others: top-dose activity, negative = less viability, actives largely listed as cytotoxic | 360,000 compounds, 1.6% hits;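 also: NT is the 2HG producing partner of a matched IDH1 knockdown line; 0% = DMSO-treated cells and -100% = media-only wells without cells; nearly all actives have a fitted effect of over 55% in size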
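Toxicity toward the 2HG-producing NT line was scored as %Activity, normalised to DMSO and no-cell wells, from CellTiter-Glo luminescence after 48 hours' treatment.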
HT1080 IDH1KD tx = kills HT-1080 cells with IDH1 knockdown; AID 686971; Potency, µM (top dose mostly 46.1 µM), inactives show top-dose activity, negative = toxicity, usual class: cytotoxic; 360,000 compounds, 2% hits; HT-1080 IDH1 knockdown viability, ATP luminescence, 48 h;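 also: 0% = DMSO wells and -100% = cell-free medium wells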
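After a 2 h attachment period, IDH1KD HT-1080 cells took pin-transferred compound for 48 h at 37 °C; ATP-based luminescence after 10 min room-temperature reagent incubation reported viability.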
GLP-1R inv ag = GLP-1 receptor (human) inverse agonism. P43220. HEK293 GLP-1R CRE-luciferase, luminescence, 24 h; GLP-1R form is constitutively active. Potency, µM (highest dose often 38.3 µM), inactives show top-dose activity change, negative = inhibition, actives largely listed as inhibitors. 410,000 compounds, 1.6% hits; also: % is scaled to controls: 0 for no effect and ±100 for the full control effect; nearly all actives have a fitted effect of over 55% in size
Target sequence (P43220 whole entry, looked up): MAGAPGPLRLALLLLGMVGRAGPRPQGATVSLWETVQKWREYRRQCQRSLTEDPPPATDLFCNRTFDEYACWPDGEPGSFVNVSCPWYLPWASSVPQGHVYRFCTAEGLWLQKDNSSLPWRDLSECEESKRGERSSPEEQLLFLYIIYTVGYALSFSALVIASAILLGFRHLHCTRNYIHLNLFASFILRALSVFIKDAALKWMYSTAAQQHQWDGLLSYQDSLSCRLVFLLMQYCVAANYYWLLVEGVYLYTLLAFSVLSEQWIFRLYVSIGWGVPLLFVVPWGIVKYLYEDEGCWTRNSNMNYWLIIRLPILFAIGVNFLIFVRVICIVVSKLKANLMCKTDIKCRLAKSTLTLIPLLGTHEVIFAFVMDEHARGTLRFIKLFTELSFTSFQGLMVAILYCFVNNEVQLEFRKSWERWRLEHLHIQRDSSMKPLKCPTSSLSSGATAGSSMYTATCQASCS
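Using stably transfected HEK293 (constitutively active GLP-1R, cAMP-luciferase reporter), compounds were incubated 24 hr and luciferase measured by luminescence.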
HEK293 tox = cytotoxic in the GLP-1 receptor inverse agonist counter-screen. Potency, µM (doses to about 38.3 µM), for inactives: top-dose activity change, negative = inhibition, hits mostly inhibitors. 410,000 compounds, 0.13% hits. HEK293 cAMP-luciferase reporter cells, luminescence, 24 h;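 also: loss of luciferase light is scored as toxicity; % is scaled to controls: 0 for no effect and ±100 for the full control effect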
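Luminescence readout: signal drop marks cytotoxicity. Plated cells grew 12 h at 37 °C, 5% CO2, received 23 nL compound for 24 h, then got luciferase reagent, read after 12 min at RT.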
KB-V1 MDR tox = kills drug-selected multidrug resistant KB-V1 cells | KB-V1 MDR cells viability, CellTiter-Glo, 72 h | Potency, µM (series often up to 46.1 µM), for inactives: at the top dose activity change, negative = cytotoxicity, usual class: cytotoxic | 400,000 compounds, 3.4% hits | AID 1347076; also: % is scaled to controls: 0 for no effect and ±100 for the full control effect; nearly all actives have a fitted effect of over 60% in size
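Luminescent ATP read-out (CellTiter-Glo, 10 min) measures survival of drug-selected KB-V1 MDR cells after 72 h, 37 degrees C compound exposure. Medium: phenol-red-free DMEM, 10% FBS. Values from fitted concentration-response curves.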
KB-3-1 cytotox = kills parental KB-3-1 adenocarcinoma cells; AID 1347075; KB-3-1 viability, CellTiter-Glo ATP luminescence, 72 h; 400,000 compounds, 1.4% hits; Potency, µM (series often up to 46.1 µM), for the others: top-dose activity change, negative = cytotoxic, usual class: cytotoxic; also: % is scaled to controls: 0 for no effect and ±100 for the full control effect; nearly all actives have a fitted effect of over 60% in size
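Screening of KB-3-1 cells (DMEM, 10% FBS, phenol-red free) ran from lowest to highest compound concentration; after 72 h at 37 °C viability was read luminescently and curves fitted.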
TDP43 rescue = TDP-43 toxicity inhibition in yeast | 410,000 compounds, 1.8% hits | Potency, µM (highest dose often 46.1 µM), inactives show at the highest dose growth rescue (activation), actives largely listed as activators | AID 652104 | TDP-43 expressing yeast growth rescue, BacTiter-Glo, 24 h; also: % of control where 0% means no effect; nearly all actives have a fitted effect of over 50% in size
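Luminescence from BacTiter-Glo reports growth of TDP-43-expressing yeast after 24 hr at 30 deg C with compound. Cells were raffinose-pregrown to mid-log, then seeded in galactose medium at OD600=0.02.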
GLP1R ag = GLP-1 receptor (human) agonism. Potency, µM (highest dose often 45.6 µM), for inactives: top-dose activation, actives largely listed as activators. HEK293 GLP-1R CRE-luciferase, luminescence, 4-6 h; cells express a hypersensitive GLP-1R form. 380,000 compounds, 0.007% hits. AID 624172; also: % of control where 0% means no effect
SW480 rerep = DNA re-replication induction in SW480 cells; SW480 DNA re-replication, Hoechst DNA content imaging, 48 h; 340,000 compounds, 1.8% hits; Potency, µM (doses to about 46.1 µM), without a hit: at the highest dose re-replication activation, usual class: activators; AID 624297; also: % of control where 0% means no effect; nearly all actives have a fitted effect of over 55% in size
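Readout is total intensity of Hoechst-stained nuclei, excited at 405 nm and collected at 500-530 nm. Compound treatment lasted 48 hr at 37 C in 5% CO2 before staining.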
* marks the source's active call; other numbers are inactive results; [ ] = another dose, or the depositor's remark. Calls follow the shape of the dose curve; as a rule, active = well fitted curve in the direction sought with a large enough effect; inconclusive = small, poorly fitted or top-dose-only effect, or another doubt; inactive = no such curve, though single readings can be large; an effect the other way counts as inactive or inconclusive. Potency is read from the fitted curve at half-maximal effect. Not a hit list; 9.4% or so of the library scored in one or more.

Sample of the layout, 2 compounds:
What do the screens show for `O=C1c2ccccc2NC(c2ccc3c(c2)OCCO3)N1c1ccc2c(c1)OCCO2` (centres undefined)?
HT1080NT lethal: -16.5%; HT1080 IDH1KD tx: -5.5%; GLP-1R inv ag: inconclusive; HEK293 tox: -3.4%; KB-V1 MDR tox: -11.5%; KB-3-1 cytotox: -17.0%; TDP43 rescue: -17.7%; GLP1R ag: -11.7%; SW480 rerep: 3.6%

How did COc1ccc(OCC(=O)Nc2cc(OC)ccc2N2CCCCC2)cc1 do in these assays?
HT1080NT lethal: -23.5%; HT1080 IDH1KD tx: -22.0%; GLP-1R inv ag: -7.9%; HEK293 tox: -2.7%; KB-V1 MDR tox: -26.6%; KB-3-1 cytotox: -5.8%; TDP43 rescue: inconclusive; GLP1R ag: 17.3%; SW480 rerep: -4.5%

Results, previewed entries included:
What do the screens show for `O=C1c2ccccc2NC(c2ccc3c(c2)OCCO3)N1c1ccc2c(c1)OCCO2` (centres undefined)?
HT1080NT lethal: -16.5%; HT1080 IDH1KD tx: -5.5%; GLP-1R inv ag: inconclusive; HEK293 tox: -3.4%; KB-V1 MDR tox: -11.5%; KB-3-1 cytotox: -17.0%; TDP43 rescue: -17.7%; GLP1R ag: -11.7%; SW480 rerep: 3.6%

How did COc1ccc(OCC(=O)Nc2cc(OC)ccc2N2CCCCC2)cc1 do in these assays?
HT1080NT lethal: -23.5%; HT1080 IDH1KD tx: -22.0%; GLP-1R inv ag: -7.9%; HEK293 tox: -2.7%; KB-V1 MDR tox: -26.6%; KB-3-1 cytotox: -5.8%; TDP43 rescue: inconclusive; GLP1R ag: 17.3%; SW480 rerep: -4.5%

Results for Cc1cc(C(=O)Nc2cccc(C(=O)O)c2)c(C)o1 ?
HT1080NT lethal: -0.5%[9.24 µM]; HT1080 IDH1KD tx: -17.9%; GLP-1R inv ag: 0.0%; HEK293 tox: -16.1%; KB-V1 MDR tox: 20.9%; KB-3-1 cytotox: -12.3%; TDP43 rescue: -13.9%; GLP1R ag: -11.9%; SW480 rerep: -1.5%

What do the screens show for `O=C(NCCc1ccc(Cl)cc1)Nc1cccc(Cl)c1`?
HT1080NT lethal: inconclusive; HT1080 IDH1KD tx: inconclusive; GLP-1R inv ag: inconclusive; HEK293 tox: -17.1%; KB-V1 MDR tox: -3.6%; KB-3-1 cytotox: -11.2%; TDP43 rescue: 8.7%; GLP1R ag: -10.0%; SW480 rerep: 5.3%

Results for COc1ccc(Nc2nnc(SCC(=O)N(CC(C)C)C3CCS(=O)(=O)C3)s2)cc1 (centres undefined) ?
HT1080NT lethal: -17.9%; HT1080 IDH1KD tx: -7.6%; GLP-1R inv ag: -39.1%; HEK293 tox: -25.0%; KB-V1 MDR tox: 3.1%; KB-3-1 cytotox: 4.0%; TDP43 rescue: -2.4%; GLP1R ag: -1.9%

How did CCOC(=O)C1(Cc2ccccc2C)CCCN(S(=O)(=O)CC)C1 (centres undefined) do in these assays?
HT1080NT lethal: 0.3%; HT1080 IDH1KD tx: 7.4%; GLP-1R inv ag: -15.5%; HEK293 tox: 0.4%; KB-V1 MDR tox: -14.4%; KB-3-1 cytotox: 0.0%; TDP43 rescue: -3.0%; GLP1R ag: 0.7%; SW480 rerep: 0.4%

Results for S=c1[nH]nc(-c2ccncc2)n1Cc1ccco1 ?
HT1080NT lethal: 3.8%; HT1080 IDH1KD tx: 3.3%; GLP-1R inv ag: 0.0%; HEK293 tox: 4.7%; KB-V1 MDR tox: 0.3%; KB-3-1 cytotox: 19.6%; TDP43 rescue: 0.0%; GLP1R ag: -6.9%; SW480 rerep: -9.4%

What do the screens show for `O=C(NCc1cccnc1)c1ccc(CS(=O)(=O)Cc2ccc(Cl)cc2)o1`?
HT1080NT lethal: 10.0%; HT1080 IDH1KD tx: 8.0%; GLP-1R inv ag: 4.5%; HEK293 tox: -1.0%; KB-V1 MDR tox: 13.8%; KB-3-1 cytotox: -2.2%; TDP43 rescue: 9.7%; GLP1R ag: 2.5%; SW480 rerep: 7.8%

How did Cc1c(C(=O)NCCCN2CCOCC2)sc2nc(-c3ccc(F)cc3)cn12 do in these assays?
HT1080NT lethal: inconclusive; HT1080 IDH1KD tx: 4.1%; GLP-1R inv ag: -26.1%; HEK293 tox: 5.3%; KB-V1 MDR tox: -31.2%; KB-3-1 cytotox: -5.6%; TDP43 rescue: -20.0%; GLP1R ag: 0.9%; SW480 rerep: 9.9%

How did Cc1ccc(S(=O)(=O)N2CCN(c3ncccn3)CC2)c(C)c1 do in these assays?
HT1080NT lethal: -2.7%; HT1080 IDH1KD tx: -3.0%; GLP-1R inv ag: -10.5%; HEK293 tox: 12.1%; KB-V1 MDR tox: 7.8%; KB-3-1 cytotox: 9.7%; TDP43 rescue: inconclusive; GLP1R ag: 8.8%; SW480 rerep: -43.4%[inhibitor]

What do the screens show for `Cc1nnc(NC(=O)c2c(-c3ccccc3)noc2C)s1`?
HT1080NT lethal: 6.5%; HT1080 IDH1KD tx: 1.0%; GLP-1R inv ag: 0.2%; HEK293 tox: 3.3%; KB-V1 MDR tox: 14.7%; KB-3-1 cytotox: 21.1%; TDP43 rescue: -8.2%; GLP1R ag: -7.3%; SW480 rerep: -2.7%

What do the screens show for `N#Cc1c(Cl)cccc1N1CCCC1`?
HT1080NT lethal: -1.0%; HT1080 IDH1KD tx: 6.4%; GLP-1R inv ag: 0.6%; HEK293 tox: 3.5%; KB-V1 MDR tox: 4.1%; KB-3-1 cytotox: 8.2%; TDP43 rescue: 7.6%; GLP1R ag: 2.9%; SW480 rerep: 2.9%

How did COc1ccc(-c2noc(C3CCCN(C(=O)c4ccc(F)cc4)C3)n2)cc1 (centres undefined) do in these assays?
HT1080NT lethal: -13.2%; HT1080 IDH1KD tx: inconclusive; GLP-1R inv ag: inconclusive; HEK293 tox: 0.4%; KB-V1 MDR tox: -17.2%; KB-3-1 cytotox: inconclusive; TDP43 rescue: 4.7%; GLP1R ag: -2.8%; SW480 rerep: 5.1%

Results for CC(C(=O)C12CC3CC(CC(C3)C1)C2)N1CCOCC1 (centres undefined) ?
HT1080NT lethal: 12.4%; HT1080 IDH1KD tx: 16.7%; GLP-1R inv ag: -0.8%; HEK293 tox: 3.3%; KB-V1 MDR tox: 8.5%; KB-3-1 cytotox: -2.1%; TDP43 rescue: 22.3%; GLP1R ag: -6.2%; SW480 rerep: -8.6%

What do the screens show for `O=C1CCC(C(=O)N2CCCCO2)CN1CCc1ccc(Cl)cc1` (centres undefined)?
HT1080NT lethal: 4.9%; HT1080 IDH1KD tx: 0.5%; GLP-1R inv ag: 16.0%; HEK293 tox: 7.9%; TDP43 rescue: -10.3%; GLP1R ag: 0.0%; SW480 rerep: 1.2%

What do the screens show for `O=C(CSc1nc2ccccc2[nH]1)N1CCN(c2ccc(F)cc2)CC1`?
HT1080NT lethal: -0.7%; HT1080 IDH1KD tx: -3.1%; GLP-1R inv ag: inconclusive; HEK293 tox: -10.5%; KB-V1 MDR tox: inconclusive; KB-3-1 cytotox: -20.7%; TDP43 rescue: 10.3%; GLP1R ag: -9.8%; SW480 rerep: -0.7%

Results for COc1ccc2oc(C(=O)OCC(=O)Nc3ccccc3OC)c(C)c2c1 ?
HT1080NT lethal: -3.2%; HT1080 IDH1KD tx: 5.2%; GLP-1R inv ag: 6.1%; HEK293 tox: -0.7%; KB-V1 MDR tox: 0.0%; KB-3-1 cytotox: -9.1%; TDP43 rescue: 6.8%; GLP1R ag: 14.7%; SW480 rerep: -3.5%

How did COc1cccc(CN2C(=O)C3(SCC(=O)N3c3ccc(F)cc3)c3ccccc32)c1 (centres undefined) do in these assays?
GLP-1R inv ag: inconclusive; HEK293 tox: 8.5%; KB-V1 MDR tox: inconclusive; KB-3-1 cytotox: -14.6%; TDP43 rescue: -22.0%; GLP1R ag: 12.7%

What do the screens show for `O=C(NC1(C(F)(F)F)NC(=O)N(CCc2ccccc2)C1=O)c1ccccc1Cl` (centres undefined)?
GLP-1R inv ag: -24.9%; HEK293 tox: 3.6%; KB-V1 MDR tox: -27.7%; KB-3-1 cytotox: -3.8%; TDP43 rescue: 2.0%; GLP1R ag: -3.1%

How did CN(C(=O)c1ccc(Oc2ccc([N+](=O)[O-])cc2)cc1)C1CCCCC1 do in these assays?
HT1080NT lethal: inconclusive; HT1080 IDH1KD tx: -10.6%; GLP-1R inv ag: inconclusive; HEK293 tox: 0.6%; KB-V1 MDR tox: -11.5%; KB-3-1 cytotox: -14.0%; TDP43 rescue: 20µM*; GLP1R ag: 10.7%; SW480 rerep: 8.1%

Results for CC1(C(=O)Nc2ccc(Cl)c(Cl)c2)CCN1C(=O)CC1CCCC1 (centres undefined) ?
HT1080NT lethal: 15.7%; HT1080 IDH1KD tx: 12.4%; GLP-1R inv ag: 14.1µM*; HEK293 tox: 1.4%; KB-V1 MDR tox: -8.1%; KB-3-1 cytotox: -5.7%; TDP43 rescue: inconclusive; GLP1R ag: 5.1%

Results for CCOC(=O)c1c(S(=O)(=O)N2CCCC(C(=O)Nc3cc(C)ccn3)C2)c(C)n(C)c1C (centres undefined) ?
GLP-1R inv ag: 0.9%; HEK293 tox: 1.9%; KB-V1 MDR tox: -13.7%; KB-3-1 cytotox: 2.4%; TDP43 rescue: 5.9%

What do the screens show for `O=C(CSCc1ccccc1)Nc1cc([N+](=O)[O-])ccc1F`?
HT1080NT lethal: 8.0%; HT1080 IDH1KD tx: 5.3%; GLP-1R inv ag: -13.0%; HEK293 tox: 3.1%; KB-V1 MDR tox: 3.1%; KB-3-1 cytotox: -3.4%; TDP43 rescue: 11.2µM*; GLP1R ag: -0.2%; SW480 rerep: 7.4%

How did Cc1ccc(NC(=O)CCN2C(=O)c3ccccc3C2=O)c(C)c1 do in these assays?
HT1080NT lethal: 25.6%; HT1080 IDH1KD tx: inconclusive; GLP-1R inv ag: 1.9%; HEK293 tox: -0.6%; KB-V1 MDR tox: 7.7%; KB-3-1 cytotox: 14.8%; TDP43 rescue: 24.9%; GLP1R ag: 1.3%; SW480 rerep: -11.8%
